Compound activity (PubChem BioAssay)
MT1-MMP act inh – blockers of MT1-MMP proenzyme processing, primary screen, HT1080 RFP-PRO-GFP cells, GFP/RFP fluorescence; 360,000 compounds, 0.061% hits; GFP/RFP ratio change, % at 20 µM; GFP/RFP ratio fluorescence, overnight; percent of plate control window, DMSO zero; Matrix metalloproteinase-14 (Homo sapiens), P50281; AID 651647, 2012;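 active = GFP/RFP ratio change of at least 30% with cell ATP level not reduced by more than half and red fluorescence within 50% of control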; note: strong numbers were not always called active
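Material: RFP-PRO-GFP reporter HT1080 cells. Dosing: single-point 20 µM compound, 1% DMSO. Controls: DMSO and RFP-L50D-GFP cell wells. Timing: cells overnight before dosing, compound overnight, 37 °C, 5% CO2. Measure: GFP/RFP fluorescence ratio.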
FAS-TE inh – FAS thioesterase domain inhibitors, primary screen, biochemical, fluorescence intensity, uHTS; inhibition, % at 15 µM; recombinant FAS-TE, OMFH fluorogenic substrate, fluorescence endpoint; AID 602261, 2012; Fatty acid synthase (Homo sapiens), P49327; 360,000 compounds, 0.67% hits;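 active = compounds whose normalised, plate-corrected inhibition of enzyme fluorescence in the single-dose primary screen is 50% or more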;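 note: 0% = DMSO with enzyme and 100% = substrate without enzyme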
MsrA act – bovine MsrA enzyme activators, primary screen, biochemical, absorbance, HTS; Methionine sulfoxide reductase A (Bos taurus); purified bovine MsrA, absorbance read-out; activation, % at 10.6 µM; 360,000 compounds, 0.3% hits; AID 602163, 2012; in the data active = activation above about 7.5%;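 note: 0% = vehicle and 100% = reference activator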
Rin1-Abl PPI inh – inhibitors of Rin1-Abl protein binding, primary screen, biochemical, TR-FRET | Tyrosine-protein kinase ABL1 (Homo sapiens) + Ras and Rab interactor 1 (Homo sapiens), … | inhibition, % at 7.35 µM | 360,000 compounds, 0.4% hits | AID 588664, 2011; in the data active = inhibition above about 5%, passing the limit was not always enough
E coli Lon inh – inhibitors of E. coli Lon protease, primary screen, biochemical, fluorescence polarization. inhibition, % at 7.94 µM. 360,000 compounds, 0.42% hits. P0A9M0. purified E. coli Lon protease. AID 602123, 2011; in the data active = inhibition above about 13%, passing the limit was not always enough;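 note: 0% = enzyme with probe and DMSO and 100% = no enzyme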
Neddyl block – inhibitors of cullin neddylation, primary screen, biochemical, TR-FRET, uHTS, NAE and Ubc12 | NEDD8-conjugating enzyme Ubc12 (Homo sapiens) + NEDD8-activating enzyme E1 regulatory … | calls only at 25 µM | 360,000 compounds, 0.58% hits; in the data active = inhibition above about 36%
NRP1-CendR mod – modulators of CendR peptide binding to NRP-1, primary screen, biochemical, fluorescence polarization, uHTS; 360,000 compounds, 0.85% hits; FAM-RPARPAR peptide binding to NRP-1; Neuropilin-1 (Homo sapiens), O14786; inhibition, % at 25 µM;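 active = inhibition or corrected inhibition above about 18%, plus a signal ratio from 0.5 to 1.5, limit read from the data, passing the limit was not always enough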; note: strong numbers were not always called active
Target sequence (O14786 whole entry, looked up): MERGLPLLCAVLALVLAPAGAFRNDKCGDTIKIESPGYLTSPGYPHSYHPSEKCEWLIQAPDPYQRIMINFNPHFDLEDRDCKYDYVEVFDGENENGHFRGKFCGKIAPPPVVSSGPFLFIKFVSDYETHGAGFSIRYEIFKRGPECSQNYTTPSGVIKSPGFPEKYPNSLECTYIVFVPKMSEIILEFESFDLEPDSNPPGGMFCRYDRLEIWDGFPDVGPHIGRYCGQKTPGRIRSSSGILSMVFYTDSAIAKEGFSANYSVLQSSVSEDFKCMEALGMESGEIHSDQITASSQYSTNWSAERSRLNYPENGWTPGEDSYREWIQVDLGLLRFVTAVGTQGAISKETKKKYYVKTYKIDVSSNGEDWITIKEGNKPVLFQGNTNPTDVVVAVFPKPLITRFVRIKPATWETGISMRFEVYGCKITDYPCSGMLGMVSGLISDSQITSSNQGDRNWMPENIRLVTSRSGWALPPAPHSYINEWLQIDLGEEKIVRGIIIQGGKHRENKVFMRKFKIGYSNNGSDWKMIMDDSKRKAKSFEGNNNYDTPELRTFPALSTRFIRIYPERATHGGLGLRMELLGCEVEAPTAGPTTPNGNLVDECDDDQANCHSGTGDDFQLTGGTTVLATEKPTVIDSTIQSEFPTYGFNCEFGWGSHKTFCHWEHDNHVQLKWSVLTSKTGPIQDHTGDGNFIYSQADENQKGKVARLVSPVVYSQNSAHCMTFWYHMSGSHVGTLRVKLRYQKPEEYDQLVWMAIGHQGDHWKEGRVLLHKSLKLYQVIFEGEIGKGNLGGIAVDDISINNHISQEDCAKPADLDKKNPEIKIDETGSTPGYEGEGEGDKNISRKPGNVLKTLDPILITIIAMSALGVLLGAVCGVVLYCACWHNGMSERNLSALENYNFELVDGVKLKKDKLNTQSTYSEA
MsrA inh – bovine MsrA enzyme inhibitors, primary screen, biochemical, absorbance, HTS; AID 651718, 2012; inhibition, % at 15.5 µM; purified bovine MsrA, absorbance read-out; 360,000 compounds, 0.75% hits; in the data active = inhibition above about 4.5%;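 note: 0% = vehicle wells with enzyme and 100% = reference inhibitor wells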
SKN-1 block – suppressors of acrylamide-induced Pgst-4::GFP reporter in worms, primary screen, SKN-1 inhibitor project, whole organism, uHTS, GFP/RFP fluorescence ratio, strain VP596 | C. elegans VP596 Pgst-4::GFP/RFP ratio, 24 h | inhibition, % at 21.8 µM | 360,000 compounds, 0.49% hits | AID 624304, 2012;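 active = interference check ratio from 0.5 to 1.5 plus GFP to RFP signal ratio inhibition reaching or exceeding a fixed threshold, cut at about 30% in these data, passing the limit was not always enough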; note: some compounds called inactive have numbers as strong as hits
Numbers without * were called inactive; i = inactive; · = not tested or not shown; + = active, no number.

SMILES	MT1-MMP act inh	FAS-TE inh	MsrA act	Rin1-Abl PPI inh	E coli Lon inh	Neddyl block	NRP1-CendR mod	MsrA inh	SKN-1 block
CC(C)OC(=O)N(C)C[C@@H]1OCc2cn(nn2)CCCC(=O)N([C@H](C)CO)C[C@H]1C	4	-8	-11	3	0	i	-12	0.2	-20
Nc1cc(=O)[nH]c(=O)n1-c1ccc(Cl)cc1	5	-5	-3	0	-5	i	2	-1.1	8
C[N+]1(CC(=O)OC2CCCCCCCCCCC2)CCCC1	-27	2	3	1	6	i	-3	2.3	-1
Nc1ccn([C@@H]2O[C@H](C(=O)N(CCC3=CCCCC3)CC3CC3)[C@@H](O)[C@H]2O)c(=O)n1	6	-10	-4	4	-4	i	15	-0.4	-3
COc1ccc(-c2noc(CN(C)S(=O)(=O)c3ccccc3)n2)cc1OC	1	6	-5	0	-3	i	0	-0.7	-14
COc1ccccc1/C=C(/C(=O)OCC(=O)NCc1ccccc1)c1ccccc1	-1	18	-2	-1	5	i	-2	1.5	8
Cn1nnnc1Sc1ncnc2scc(-c3ccc(-c4ccccc4)cc3)c12	-10	41	-7	2	-1	i	7	2.8	-5
O=C(Nc1ccccn1)C(F)(F)C(F)(F)C(F)(F)C(F)(F)C(=O)Nc1ccccn1	-1	-4	-5	1	-8	i	-1	0.0	-4
Cc1c(C(=O)Nc2ccc(Oc3ccccc3)cc2)sc2nc3n(c(=O)c12)CCC3	-6	23	2	-4	1	i	7	0.2	-3
COc1ccc(CCNC(=O)CSCC(=O)Nc2ccccc2)cc1OC	8	-4	-3	-1	-2	i	-2	0.1	15
CN(C)S(=O)(=O)c1cc(C(=O)NCCCn2ccc3ccccc32)ccc1Cl	0	10	-11	-2	-8	i	1	1.2	12
COc1ccc(N2C(=O)CC(Sc3ncn[nH]3)C2=O)c(OC)c1 (centres undefined)	4	-8	-5	-4	1	i	-20	0.0	7
Cc1[nH]c2ccccc2c1C(=O)C(C)OC(=O)c1ccccc1NCCO (centres undefined)	-4	4	-2	1	0	+	0	0.6	9
O=C(Cc1ccccc1[N+](=O)[O-])NCCCN1CCOCC1	0	-6	-4	-1	1	i	4	0.9	-8
CSc1ccc(C#N)cc1NC(=O)c1ccc(Cl)cc1	0	18	-10	-3	0	i	-6	1.0	-17
Cc1nc(N)sc1-c1csc(Nc2cccc(C(=O)O)c2)n1	-9	-2	-3	0	-10	i	-90	1.3	16
O=C(CN1CCCCCC1)Nc1ccc(F)c(F)c1	4	-5	2	-1	-5	i	1	0.5	15
C=CCNC(=O)c1onc(CSc2ccccc2)c1C(=O)NCC=C	-2	-9	-3	2	-7	i	7	-0.3	1
CCOC(=O)CCSc1nc(N2CCOCC2)c2c(c1C#N)CC(C)(C)OC2	-3	10	-7	-1	2	i	-10	-0.5	-7
Cc1ccc(S(=O)(=O)N2CCCCC2)cc1NC(=O)COC(=O)C1(C)CC1(Cl)Cl (centres undefined)	2	10	-4	0	-1	i	4	-0.1	0
Cc1c(NC(=O)c2ccc(S(=O)(=O)N(C)C)cc2)cccc1-n1cnnn1	-2	-4	-4	1	-5	i	2	0.5	-5
COc1ccc(S(N)(=O)=O)cc1C(=O)NC1CCCc2ccccc21 (centres undefined)	1	-1	-2	3	-1	i	-6	-0.4	3
CC(C)C(C)(C#N)NC(=O)CSc1nnc(-c2ccncc2)n1Cc1ccccc1 (centres undefined)	0	-5	-3	-1	3	i	6	1.0	-23
CCCCn1c(=N)n(CC(=O)c2ccc(Br)s2)c2ccccc21	-9	14	-3	-5	-2	i	-1	0.0	11
COc1ccc(/C=N/n2cnc3c([nH]c4ccc(C)cc43)c2=O)cc1CN1CCCC1	2	-4	-5	-5	-4	i	-2	-0.9	1
(further entries)
SMILES	MT1-MMP act inh	FAS-TE inh	MsrA act	Rin1-Abl PPI inh	E coli Lon inh	Neddyl block	NRP1-CendR mod	MsrA inh	SKN-1 block
COc1ccccc1CC(=O)N(Cc1ccccc1)c1ccc(C)cc1	-2	23	-1	-1	-11	i	-1	-1.1	0
O=C(NCc1ccccc1)C(=O)NCC1OCCN1C(=O)c1cccs1 (centres undefined)	5	-10	7	-4	-16	i	-1	-0.7	-2
CCN1C(=O)N(C(C)=O)C2C1N(C(C)=O)C(=O)N2C(C)=O (centres undefined)	0	-6	-1	3	-3	i	11	0.4	5
CCC1CN(C(=O)N2CCC(C(=O)Nc3ccccc3F)CC2)c2ccccc2O1 (centres undefined)	-5	-4	-8	4	0	i	-1	0.2	2
Cc1c(CCC(=O)NCCCCCC(=O)O)c(=O)oc2cc3occ(-c4ccccc4)c3cc12	6	6	-2	1	-13	i	-12	-0.3	3
CCOc1ccc2nc(SCC(=O)N3CCCc4ccccc43)sc2c1	1	19	-2	-1	-2	i	-14	0.3	6
O=C(Nc1ccc2oc(-c3ccccc3)nc2c1)c1cccnc1	3	2	-1	-1	-1	i	3	-0.2	39*
CCCCCCNC(=O)O[C@H]1C[C@@H]2C(=O)N(c3ccccc3)C(=O)[C@@H]2[C@@H]2CN(S(=O)(=O)c3ccc(C)cc3)C[C@]12O	4	29	1	-4	-8	i	-4	0.3	0
COc1cc(NC(=S)NCc2ccco2)cc(OC)c1OC	-3	-6	-2	-3	-6	i	-1	0.9	-9
COc1cccc(-c2nnc(NC(=O)c3ccco3)s2)c1	3	-4	-5	0	-18	i	-4	3.2	16
CCCCC(=O)NC(=S)NNS(=O)(=O)c1ccccc1	0	-12	2	-4	20*	i	-4	·	-5
CN(CCCC1CCCC1)C(=O)CC1C(=O)NCCN1Cc1ccc(F)cc1 (centres undefined)	-2	15	-5	-4	2	i	13	0.3	-12
CC1(C)Oc2ccc(C(=O)N/N=C/c3ccc(O)cc3)cc2NC1=O	2	-3	-3	2	6	i	1	1.6	-4
O=C(Nc1cccnc1)c1c(F)c(F)c(F)c(F)c1F	1	-6	-1	-3	-1	i	1	-0.1	-3
Nc1ncnc2nc(SCCC(=O)O)[nH]c12	-4	-3	-1	-4	-4	i	-14	-0.5	6
N#Cc1c(-c2ccccc2)c(-c2ccccc2)nn(CC(=O)NNC(=O)Nc2ccc(Cl)cc2)c1=O	1	76*	0	0	3	i	-6	0.9	11
Cn1cccc1C(=O)NC(=O)COC(=O)c1ccccc1O	1	-1	-2	8	-2	i	15	0.1	-7
CCCOc1ccc(/C=C/C(=O)OCC(=O)N(C)c2c(N)n(Cc3ccccc3)c(=O)[nH]c2=O)cc1OCC	-3	-3	-2	-3	-17	i	8	1.1	3
CCCS(=O)(=O)NC(=O)C1(C)CCCN(C(=O)c2nc3ccccc3s2)C1 (centres undefined)	0	-4	-2	0	3	i	-6	-1.7	11
C=CC(=O)NC(C)(C)CCN1CCOCC1	-1	0	-4	3	3	i	0	-1.5	-6
COCCCNC(=O)CC1C[C@H](C(=O)N2CCCCC2)[C@@]2(C)c3[nH]c4ccc(OC)cc4c3CCN2C1=O (some centres undefined)	2	-6	-8	-2	3	i	-7	-0.2	3
O=C(Nc1ccccn1)c1ccc(Cl)c(S(=O)(=O)N2CCCC2)c1	-1	-4	-4	-1	-8	i	-6	-2.2	-4
Cc1cccc(NS(=O)(=O)c2ccc(C(=O)NCC(c3ccco3)N(C)C)cc2)c1C (centres undefined)	·	-4	-13	1	9	i	-4	-0.4	-10
CCOc1ccc2c(c1)C(c1ccc(C)o1)=NNC(c1ccncc1)=N2	-5	-5	-4	-1	-6	i	0	2.3	-1
C/C(=N\NC(=O)c1ccc(Br)cc1)c1cccnc1	-2	-4	-3	-1	2	i	18	-0.3	11

In the list so far, these contain a thiophene ring, fused or not:
SMILES	MT1-MMP act inh	FAS-TE inh	MsrA act	Rin1-Abl PPI inh	E coli Lon inh	Neddyl block	NRP1-CendR mod	MsrA inh	SKN-1 block
Cn1nnnc1Sc1ncnc2scc(-c3ccc(-c4ccccc4)cc3)c12	-10	41	-7	2	-1	i	7	2.8	-5
Cc1c(C(=O)Nc2ccc(Oc3ccccc3)cc2)sc2nc3n(c(=O)c12)CCC3	-6	23	2	-4	1	i	7	0.2	-3
CCCCn1c(=N)n(CC(=O)c2ccc(Br)s2)c2ccccc21	-9	14	-3	-5	-2	i	-1	0.0	11
O=C(NCc1ccccc1)C(=O)NCC1OCCN1C(=O)c1cccs1 (centres undefined)	5	-10	7	-4	-16	i	-1	-0.7	-2

Next compounds
SMILES	MT1-MMP act inh	FAS-TE inh	MsrA act	Rin1-Abl PPI inh	E coli Lon inh	Neddyl block	NRP1-CendR mod	MsrA inh	SKN-1 block
NC(=O)COC(=O)CNC(=O)c1cc(Cl)cc([N+](=O)[O-])c1	2	-2	-4	0	10	i	7	3.0	5
Nc1ccccc1N1CCOCC1	-1	-8	-4	1	-6	i	2	1.2	-10
COc1ccc(NC(=O)CCNS(=O)(=O)c2cc(Br)ccc2Br)cc1S(N)(=O)=O	0	-2	-2	2	0	i	5	-1.4	-8
O=S(=O)(c1ccc2c(c1)OCCO2)C1CCC(S(=O)(=O)c2c(F)cccc2F)CC1 (centres undefined)	2	-4	0	-3	-10	i	-4	-0.6	-10
O=C(CS(=O)CC(=O)N(c1cccc(F)c1)C(C(=O)NC1CCCCC1)c1ccco1)Nc1ccc(F)cc1 (centres undefined)	-4	-4	6	0	2	i	-11	0.6	-10
Cc1ccc(C)c(NC(=O)CN(C)C(=O)c2cc([N+](=O)[O-])ccc2N2CCOCC2)c1	-1	20	-3	-2	1	i	0	3.3	11
O=S(=O)(c1cccs1)N1CCN(Cc2nc3ccccc3s2)CC1	-3	7	-6	1	-5	i	3	1.4	-24
CC(=O)N1CCN(c2ccc(NC(=O)c3cccc(Cl)c3)cc2)CC1	2	-3	-7	1	-3	i	2	-0.1	-11
CCCCOc1ccccc1NC(=O)c1scc2c1OCCO2	-9	34	-2	0	-2	i	12	0.8	15
O=C(OCCOc1ccc(Br)cc1)c1ccc(Cl)c(S(=O)(=O)N2CCOCC2)c1	10	34	0	0	2	i	-2	-1.2	0
O=C(CCc1ccc(S(=O)(=O)N2CCOCC2)cc1)Nc1ccc(N2CCOCC2)cc1	0	-1	-2	-4	-3	i	-8	0.2	-25
CC(C)(C)OC(=O)N1O[C@H]2CC1[C@@H]1[C@@H]2N=NN1CCc1ccncc1	4	-6	-2	-2	3	i	23*	-0.2	-3
COc1ccc(S(=O)(=O)N2CCOCC2)cc1Cl	0	-6	1	0	-1	i	7	-0.9	9
CCCc1cc(C(=O)N2CCN(C(c3ccccc3)c3ccccc3)CC2)no1	-6	31	-1	-1	-2	i	7	-0.7	2
CCOc1ccc(NC(=O)C(CC)n2nc(C)c3c(C)n(-c4ccccc4)nc3c2=O)cc1 (centres undefined)	2	1	-1	3	-1	i	14	0.2	1
CCOC(=O)N1CCN(C(=O)Nc2ccc(NC(=O)N3CCN(C(=O)OCC)CC3)cc2)CC1	-1	-4	-2	33*	3	i	1	-1.6	5
Cc1cccc(C)c1OC(=O)CN(c1ccc(Cl)cc1)S(C)(=O)=O	3	20	1	-3	0	i	3	0.1	-11
Cc1ccc(CN2CC(C(=O)Nc3nnc(SCc4c(Cl)cccc4Cl)s3)CC2=O)cc1 (centres undefined)	3	6	-8	-2	0	i	-3	-0.5	4
Cc1csc(NC(=O)Nc2cccc(Cl)c2)n1	-4	1	-8	1	-4	i	-3	-0.5	-1
O=C(C(O)c1ccccc1)N1CCN(S(=O)(=O)c2ccc(C(F)(F)F)cc2)CC1 (centres undefined)	-4	·	·	·	·	i	3	-0.3	-2
